From PubChem
S3 lipid droplet = qHTS Assay for Lipid Storage Modulators in Drosophila S3 Cells; lipid storage change, negative = inhibition, % at the top dose, mostly 46.1 µM; hits show Potency in µM; actives 0.64% (n = 320,000); Drosophila S3 cells, BODIPY lipid droplet fluorescence, 18-24 h; cells fed with added oleic acid; active = well fitted inhibition curve with a large enough effect in the signal ratio, with a control signal flat, not every such curve was filed as active; inconclusive = small, poorly fitted or top-dose-only effect, or effect the other way, or a change in a side signal; the % refers to the signal ratio
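Laser-scanning cytometry quantifies lipid droplet accumulation (500–530 nm total intensity; droplet/cell object ratio) in oleic acid-fed (400 uM added) Drosophila S3 cells treated with a concentration series. 20 uM Triacsin C defined 100% inhibition.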
S3 lipid droplet cell count max = also measured in S3 lipid droplet; calls as there; cell number change, %; measured here: cell count max response;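 cells counted by Cell Tracker Red CMTPX staining in the red channel; peak over a dose series mostly up to 46.1 µM; percent activity relative to internal control wells on each plate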
An asterisk follows results filed as active; i = inactive; ? = inconclusive; . = no result given. % is scaled to controls: 0 for no effect and ±100 for the full control effect; potency is read from the fitted curve at half-maximal effect. This is a subset. The share of hits here may be higher or lower than overall.

SMILES	S3 lipid droplet	S3 lipid droplet cell count max
O=C(CCCN1C(=O)/C(=C\c2ccccc2)SC1=S)Nc1ccc(O)cc1C(=O)O	i	25.3
O=C(CCCCCn1c(=S)[nH]c2ccc(N3CCOCC3)cc2c1=O)NCc1cccc(Cl)c1	?	.
N#CC1(C#N)C2=C(CCCC2)NC(c2ccccc2)C1(C#N)C#N (stereo unspecified)	25.6%	10.0
O=C(CSc1nc2sc3c(c2c(=O)n1-c1ccccc1)CCCC3)N/N=C/c1ccccc1C(=O)O	?	.
COc1ccc(N(C(=O)c2ccco2)C(C(=O)NC2CCCC2)c2ccc(N(C)C)cc2)cc1 (stereo unspecified)	-5.5%	7.5
Clc1cccc2c3c([nH]c12)CCNC3	?	.
CCNC(=S)N1C2CCC1CC(NC(=O)Nc1ccc(C(=O)OCC)cc1)C2 (stereo unspecified)	?	.
COc1ccc(-n2nnnc2SCC(=O)Nc2ccc3c(c2)OCCO3)cc1OC	?	.
CC(C)C[C@H](NC(=O)N1CC(=O)Nc2ccccc21)C(=O)N1CCC[C@H]1C(=O)O	-12.7%	9.7
CCOC(=O)c1c(C)[nH]c(C(=O)CSc2ccc(Cl)cc2)c1C	?	.
CCOc1ccc(CNC(=S)N/N=C/c2ccc(OC)c(OC)c2)cc1	8.8%	-10.8
N#C/C(=C\c1ccc(O)c(O)c1)C(=O)N1CCCC1	i	.
O=C(CSC1=NCCN1)Nc1ccccc1[N+](=O)[O-]	?	.
COc1ccc(N2C(=O)C(Cl)=C(N3CCCC(C)C3)C2=O)cc1 (stereo unspecified)	?	.
Cc1cc(C)cc(OCC(=O)OC(C)C(=O)Nc2ccc(Cl)cn2)c1 (stereo unspecified)	?	.
COc1ccccc1N1C[C@@H]2C[C@@H](c3ccco3)N3CCC[C@@]23C1=O	?	.
Cc1ccc(-n2ncc3c(SCC(=O)NNC(=O)c4ccco4)ncnc32)cc1	-11.3%	5.1
CCc1ccc2c(CN3CCN(S(=O)(=O)c4cccs4)CC3)cc(=O)oc2c1	7.6%	-7.0
CC(=O)CC(c1ccccc1)S(=O)(=O)c1ccc(C)cc1 (stereo unspecified)	?	.
Cc1cc(C(=O)Oc2cccnc2)ccc1[N+](=O)[O-]	?	.
O=C(NCCc1cccs1)C1CC(c2ccccc2[N+](=O)[O-])=NO1 (stereo unspecified)	?	.
O=C(O)CNC(=O)c1ccc(NC(=O)/C(=C/c2ccccc2)NC(=O)c2ccco2)cc1	?	.
COC(CNC(=O)CN1C(=O)COc2ccc(S(=O)(=O)N3CCOCC3)cc21)OC	-16.4%	.
COc1cc(NC(=O)C(C)Oc2ccccc2)c(C(=O)O)cc1OC (stereo unspecified)	i	10.9
O=C(Cn1cnc2ccccc2c1=O)NCC(=O)N1CCN(Cc2ccc3c(c2)OCO3)CC1	i	-7.7
O=S(=O)(NCc1ccccn1)c1cccc2nsnc12	?	.
N#CCC(=O)Nc1ccc(C(=O)OCC(=O)N(Cc2ccccc2)C2CCS(=O)(=O)C2)cc1 (stereo unspecified)	?	.
Cc1cc(C)c[n+](C2=C([O-])c3ccccc3C(=O)/C2=N\S(=O)(=O)c2cccs2)c1	?	.
CCOc1ccc(S(=O)(=O)N2CCN(C(=O)c3cc(C4CC4)nn3-c3ccccc3)CC2)cc1	i	-18.0
Cc1cccc(C(=O)Nc2cccc(C(=O)N/N=C/c3ccc4c(c3)OCO4)c2)c1	?	.
COc1ccc(OC)c(/C=C/c2ccc3cccc(O)c3n2)c1	?	.
COc1ccc(S(=O)(=O)N2CCN(C/C=C/c3ccccc3)CC2)cc1F	?	.
CC(=O)N/C(N)=N/c1nc2cc(C)ccc2o1	?	.
CCOC(=O)c1ccc(Oc2cc(C)nc(SC)n2)cc1	?	.
CCn1cc(C(=O)NCc2ccccc2OC)c(=O)c2cc(S(=O)(=O)N(C)C)ccc21	i	.
C=CCN(C(=O)CN1CCCCC1)c1nc(-c2ccccc2)cs1	?	.
CC(C)Oc1ccc(C(=O)Nc2nnc(C3=COCCO3)o2)cc1	?	.
COc1ccc(NC(=O)c2cc(S(=O)(=O)N3CCCCC3)ccc2OC)cc1	-28.8%	-15.6
COc1ccc(CNC(=O)c2cc(SC)ccc2Cl)cc1OC	?	.
CCOC(=O)C1CCN(C(=O)Nc2ccc3c(c2)nc(C)n3C)CC1	i	-9.8
CCOc1ccc(NS(=O)(=O)c2ccc(OC)c(NC(=O)c3ccc4c(c3)OCCO4)c2)cc1	?	.
CC(=O)N1CC=C2C(C#N)=C(N)C(C#N)(C#N)C(CCc3ccccc3)C2C1 (stereo unspecified)	?	.
O=C(CN1CCOCC1)c1c[nH]c2ccccc12	-0.8%	-10.2
CCOC(=O)c1sc2nc(C)nc(SCC(=O)NC3CCS(=O)(=O)C3)c2c1C (stereo unspecified)	?	.
O=C(CSc1nnc(-c2ccccn2)o1)Nc1ccccc1F	16.8%	10.6
COc1ccc(C2=NN(CCC(=O)NC3CCCCCC3)C(=O)CC2)cc1	?	.
O=C(COC(=O)/C=C/c1ccc(Cl)cc1Cl)Nc1ccc2c(c1)OCCO2	?	.
COCCCNc1ccnc2c(Cl)cccc12	?	.
O=C1N(Nc2ccccc2)C(c2ccc(Br)cc2)C12CCCC2 (stereo unspecified)	14.1%	13.1
O=C(NCCc1c[nH]c2ccccc12)c1cc2ccccc2oc1=O	?	.

Additional compounds
SMILES	S3 lipid droplet	S3 lipid droplet cell count max
CCOC(=O)CSc1nnc(CNC(=O)c2ccc(OC)c(OC)c2)n1C	?	.
CCOc1cc(N2CCOCC2)c(OCC)cc1NC(=O)COc1cccc(Cl)c1	?	.
CCc1cc(=O)oc2cc(C)cc(OC(C)C(=O)NCCCN3CCCC3=O)c12 (stereo unspecified)	i	5.0
Cc1ccc(C)c(OCC(=O)Nc2cccc(C(=O)O)c2)c1C	?	.
O=C1CCCN1CCCNc1ncccc1[N+](=O)[O-]	i	.
O=C(Nc1ccc(OC(F)(F)F)cc1)c1ccc(-n2cncn2)nc1	-5.8%	6.4
Cc1nnc(SCCn2c(N3CCC(Cc4ccccc4)CC3)nc3c2c(=O)[nH]c(=O)n3C)s1	?	.
Cc1ccc(NC(=S)Nc2cccc3ccccc23)cc1	1.8%	0.2
CSCCC(NC(=O)C1CCC(C)CC1)C(=O)NCc1ccco1 (stereo unspecified)	?	.
CSc1ncccc1C(=O)NC1CCCCCCC1	?	.
CCOc1ccc(/C(O)=C2/C(=O)C(=O)N(CCN(CC)CC)C2c2cccs2)cc1 (stereo unspecified)	0.0%	9.1
CC(NC(=O)NC(N)=O)(C(F)(F)F)C(F)(F)F	-6.4%	2.2
CCc1nc(N2CCN(C(=S)NCCCOC)CC2)c2c3c(sc2n1)CCCC3	?	.
O=C1c2cccc3cccc(c23)C(=O)N1c1cccc(O)c1	1.8%	-4.6
COc1ccc(N2CCN(C(=O)CSc3nc4[nH]ncc4c(=O)n3-c3ccc(Br)cc3)CC2)cc1	-12.1%	-8.8
COc1ccc(-n2nnnc2SCC(=O)Nc2ccccc2)cc1	?	.
CCn1c(SC)nc(O)c(C(c2ccc(OC)c(O)c2)c2c(O)nc(SC)n(CC)c2=O)c1=O	-6.2%	14.1
FC(F)(F)c1ccc(CN2C[C@@H]3C(c4ccc(Cl)nc4)C4(c5ccccc5)CC3(C4)[C@H]2c2ccccc2)cc1 (stereo partly specified)	11.4%	-5.8
CC(C)CC(=O)Nc1c2c(nn1-c1cccc(Cl)c1)CS(=O)C2 (stereo unspecified)	?	.
Cc1ccc(S(=O)(=O)CCC(=O)OC(C)C(=O)c2c(C)[nH]c3ccccc23)cc1 (stereo unspecified)	26.5%	19.9

17 structures out of the list, sorted by molar mass, high to low:
SMILES	S3 lipid droplet	S3 lipid droplet cell count max
COc1ccc(N2CCN(C(=O)CSc3nc4[nH]ncc4c(=O)n3-c3ccc(Br)cc3)CC2)cc1	-12.1%	-8.8
FC(F)(F)c1ccc(CN2C[C@@H]3C(c4ccc(Cl)nc4)C4(c5ccccc5)CC3(C4)[C@H]2c2ccccc2)cc1 (stereo partly specified)	11.4%	-5.8
CCn1c(SC)nc(O)c(C(c2ccc(OC)c(O)c2)c2c(O)nc(SC)n(CC)c2=O)c1=O	-6.2%	14.1
CCOc1cc(N2CCOCC2)c(OCC)cc1NC(=O)COc1cccc(Cl)c1	?	.
CCc1nc(N2CCN(C(=S)NCCCOC)CC2)c2c3c(sc2n1)CCCC3	?	.
CCOc1ccc(/C(O)=C2/C(=O)C(=O)N(CCN(CC)CC)C2c2cccs2)cc1 (stereo unspecified)	0.0%	9.1
Cc1ccc(S(=O)(=O)CCC(=O)OC(C)C(=O)c2c(C)[nH]c3ccccc23)cc1 (stereo unspecified)	26.5%	19.9
CCc1cc(=O)oc2cc(C)cc(OC(C)C(=O)NCCCN3CCCC3=O)c12 (stereo unspecified)	i	5.0
CSCCC(NC(=O)C1CCC(C)CC1)C(=O)NCc1ccco1 (stereo unspecified)	?	.
O=C(Nc1ccc(OC(F)(F)F)cc1)c1ccc(-n2cncn2)nc1	-5.8%	6.4
COc1ccc(-n2nnnc2SCC(=O)Nc2ccccc2)cc1	?	.
Cc1ccc(C)c(OCC(=O)Nc2cccc(C(=O)O)c2)c1C	?	.
Cc1ccc(NC(=S)Nc2cccc3ccccc23)cc1	1.8%	0.2
O=C1c2cccc3cccc(c23)C(=O)N1c1cccc(O)c1	1.8%	-4.6
CSc1ncccc1C(=O)NC1CCCCCCC1	?	.
CC(NC(=O)NC(N)=O)(C(F)(F)F)C(F)(F)F	-6.4%	2.2
O=C1CCCN1CCCNc1ncccc1[N+](=O)[O-]	i	.

The list goes on.
SMILES	S3 lipid droplet	S3 lipid droplet cell count max
CC(C)(C)Cc1nnc(NC(=O)c2ccc3c(c2)OCO3)s1	?	.
O=C(N/N=C/c1ccc(Cl)c([N+](=O)[O-])c1)c1cc(-c2ccccc2)nc2ccccc12	-1.7%	11.1
C=C(C)c1cccc(C(C)(C)NC(=O)N2CCCC(C(N)=O)C2)c1 (stereo unspecified)	-9.1%	1.5
COc1cccc(C(=O)Nc2cccc(S(=O)(=O)NC3=NCCC3)c2)c1	?	.
CC(C)Nc1nc(Cl)nc(N(C#N)CN2C(=O)c3ccccc3C2=O)n1	18.7%	.
COc1ccc(NC(=O)C(=O)NCCC2CCCCN2S(=O)(=O)c2ccc(F)cc2)cc1 (stereo unspecified)	i	.
CSC1=C(C#N)C(c2ccccc2Cl)C2=C(CCCC2=O)N1 (stereo unspecified)	25.1%	-15.5
COc1ccc(-n2c(-c3ccc(Br)cc3)c[n+]3c2CCc2ccccc2-3)cc1	?	.
O=C1CC(c2ccccc2)n2nc(NC(=O)C3CCCO3)nc2N1 (stereo unspecified)	-12.1%	-12.0
COc1ccc(C2CC(c3ccccc3)=NN2c2ccc(Cl)c(C(=O)O)c2)cc1 (stereo unspecified)	?	.
O=C(NCCC1CCCCN1S(=O)(=O)c1ccccc1)C(=O)NC1CC1 (stereo unspecified)	?	.
Cc1ccccc1C(=O)Oc1ccc(Cl)cc1C(=S)N1CCOCC1	i	-28.7
Cc1ccc(C(C)C)c(OCC(=O)NN=C(CCl)CCl)c1	?	.
CCN1CCN(C(=O)c2cc(-c3ccco3)nc3ccccc23)CC1	?	.
CC(=O)c1cccc(NC(=O)Nc2cc3sccc3n2C)c1	i	.
CCOC(=O)c1cnc(SCc2nc(N)nc(Nc3ccc(OC)cc3)n2)nc1N	?	.
O=C(NCCc1nnc2ccc(SCC(=O)N3CCCC3)nn12)c1ccc(F)cc1	?	.
Cc1ccc2nc(C3CCCN(C(=O)NCc4ccccc4)C3)[nH]c2c1 (stereo unspecified)	?	.
C=CCNc1ncnc2c1cnn2-c1ccc(C)cc1C	i	.
NNc1ccccc1C(F)(F)F	?	.
O=C(CSc1nc(O)c(C2CCCCC2)c(=O)[nH]1)N1CCOCC1	23.5%	-0.8
O=[N+]([O-])c1ccccc1S(=O)(=O)NC1CCCC1	3.2%	-7.4
COc1ccc(CCNS(=O)(=O)c2cc3c4c(c2)CC(=O)N4CCC3)cc1	1.4%	.
CCCn1c2ccccc2c2nnc(SCC(=O)Nc3c(C)n(C)n(-c4ccccc4)c3=O)nc21	?	.
S=C(NCCNC(=S)Nc1ccccc1)Nc1ccccc1	?	.
CC1(c2ccc3ccccc3c2)NC(=O)N(CC(=O)N2CCCC(C(F)(F)F)C2)C1=O (stereo unspecified)	?	.
Cc1ccc(NC(=O)C2CC3CCC2C3)c(Br)c1 (stereo unspecified)	?	.
CCN1CCN(CCC(=O)Nc2cccc(C)c2)CC1	?	.
O=C(CSc1nnc(CNc2ccc(F)cc2)n1CC1CCCO1)Nc1ccccc1 (stereo unspecified)	1.1%	8.5
COc1cccc(C(=O)NCc2ccc(N3CCN(C(=O)OC(C)(C)C)CC3)cc2)c1	?	.
CCn1nc(NS(=O)(=O)c2ccccc2)c2cc3ccccc3nc21	?	.
CC(=O)N/C(=C/c1ccc(OS(=O)(=O)c2ccc(C)cc2)cc1)C(=O)NCCCO	?	.
CC(C)(C)c1[nH]c2ccccc2c1/C=N/O	?	.
Cc1cccc(NC(=O)c2cc(=O)n(Cc3ccccc3)c(=O)[nH]2)c1	?	.
CCOC1(OCC)N=C(N)C2(C#N)C(c3ccc(NC(C)=O)cc3)C12C#N (stereo unspecified)	?	.
COc1ccccc1/C=C/C=C1N=C(/C=C/c2ccc(Cl)cc2)OC/1=O	?	.
CCN1C(=O)[C@H]2[C@@H](c3ccc(OC)cc3)N3C(=O)CN(CC4CC4)C(=O)[C@@]3(C)[C@H]2C1=O	-15.2%	18.3
C/C(CCc1ccccc1)=N/NC(=O)C(=O)NC(C)c1ccccc1 (stereo unspecified)	10.1%	.
Cc1ccc2c(c1)c(C1=c3ccccc3=NC1=O)c(O)n2C	?	.
